# From PubChem
# Diaphorase inh: counter-screen for diaphorase-based assays: diaphorase inhibitors and chemical oxidizers; diaphorase resazurin-to-resorufin fluorescence, NADH, 16 min; bacterial (C. kluyveri) enzyme, not human; inhibition, % at 20 µM; 190,000 compounds, 0.69% hits;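 active = primary screen inhibition at 20 µM above a set limit, cut at about 50% in these data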;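 note: plate controls were DMSO with full reaction for no effect and wells lacking NADH for full effect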
#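 Benchmarks: positive control wells lacking NADH, neutral wells with DMSO only. System: bacterial diaphorase enzyme (C. kluyveri). Input: 0.14 U/mL diaphorase, enzyme working solution. Detection: resorufin fluorescence, excitation 544 nm, emission 590 nm. Times: 16-min room-temperature incubation before reading.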
# STAT3 inh: STAT3 signaling inhibition; U3A cells, IL-6 STAT3-luciferase reporter, luminescence; host cell line lacks STAT1; inhibition, % at 5.5 µM; 190,000 compounds, 0.89% hits;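 active = inhibition above the mean inhibition across all screened compounds plus 3 SD, cut at about 44% in these data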;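 note: 0% = DMSO only wells and 100% = 100 µM nifuroxazide control wells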
# STAT3 activator: activators of IL-6 induced STAT3 signaling | U3A cells, IL-6 STAT3-luciferase reporter, luminescence; 100% = signal with IL-6 EC80 alone | activation (% of control), % at 5.6 µM | 190,000 compounds, 0.91% hits | AID 871;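 active = activation above the screen-wide mean of compound activation plus 3 SD, cut at about 130% in these data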;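 note: 0% = background luminescence of wells with medium and substrate only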
#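 System – human U3A cells carrying STAT3-luciferase construct · Probe or stimulus – Interleukin-6, 33 ng/mL · Schedule – compound 1 h, then IL-6 6 h at 37 °C · Signal – luminescence from STAT3-driven luciferase reporter · Evaluation – percent of IL-6-only median luminescence · Benchmarks – IL-6-only high control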
# G6PDH counter: counter-screen for G6PDH assay hits: L. mesenteroides G6PDH inhibition; inhibition, % at 5 µM; 200,000 compounds, 0.12% hits; Purified L. mesenteroides G6PDH, diaphorase/resazurin coupled fluorescence, 45 min; in the data active = inhibition above about 50%
# APP transl inh: APP translation inhibition; SH-SY5Y APP 5'UTR-luciferase reporter, luminescence; inhibition, % at 2 µM; 190,000 compounds, 0.82% hits; AID 1285;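 active = inhibition above a set limit, derived from the sample mean plus 3 SD, cut at about 45% in these data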; note: values of inactives mirror those of a sister screen read the other way
# Diaphorase act: counter-screen for diaphorase-based assays: diaphorase activators and chemical reducers | activation factor at 20 µM | AID 1229 | Diaphorase/resazurin coupled assay, resorufin fluorescence, 16 min; hits give high values; 1 = vehicle wells, 0 = NADH-free wells | 190,000 compounds, 0.005% hits;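 active = diaphorase activity raised at least twofold by the compound at 20 µM; inactive = activation factor below 2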
#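 Material: bacterial diaphorase enzyme (C. kluyveri); amount: enzyme 0.07 U/mL final; reagent: NADH substrate 0.114 mM plus resazurin dye 0.1 mM, final; doses: single compound dose of 20 µM, 1% DMSO final; timing: 16 min enzyme reaction, ambient temperature; measured by: fluorescence of resorufin, 544 nm excitation, 590 nm emission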
# STAT1 inh: reduces IFN-gamma driven STAT1 reporter signal; AID 920; 200,000 compounds, 0.35% hits; NIH 3T3 STAT1-luciferase reporter, luminescence; inhibition, % at 5.5 µM;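 active = inhibition above a set limit, the mean inhibition across all tested compounds plus 3 SD, cut at about 34% in these data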;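 note: 0% = IFN-gamma with DMSO and 100% = IFN-gamma with 300 µM nifuroxazide; values of inactives mirror those of a sister screen read the other way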
# TLR4 MyD88 comp: blocks binding of human TLR4 to MyD88; HeLa CL3-4 TLR4/MyD88 BLA complementation, FRET ratio; inhibition, % at 8.4 µM; O00206+Q99836; 200,000 compounds, 0.18% hits; in the data active = inhibition above about 25%;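 note: 0% = vehicle and 100% = reference inhibitor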
# Target sequence (O00206 whole entry, looked up): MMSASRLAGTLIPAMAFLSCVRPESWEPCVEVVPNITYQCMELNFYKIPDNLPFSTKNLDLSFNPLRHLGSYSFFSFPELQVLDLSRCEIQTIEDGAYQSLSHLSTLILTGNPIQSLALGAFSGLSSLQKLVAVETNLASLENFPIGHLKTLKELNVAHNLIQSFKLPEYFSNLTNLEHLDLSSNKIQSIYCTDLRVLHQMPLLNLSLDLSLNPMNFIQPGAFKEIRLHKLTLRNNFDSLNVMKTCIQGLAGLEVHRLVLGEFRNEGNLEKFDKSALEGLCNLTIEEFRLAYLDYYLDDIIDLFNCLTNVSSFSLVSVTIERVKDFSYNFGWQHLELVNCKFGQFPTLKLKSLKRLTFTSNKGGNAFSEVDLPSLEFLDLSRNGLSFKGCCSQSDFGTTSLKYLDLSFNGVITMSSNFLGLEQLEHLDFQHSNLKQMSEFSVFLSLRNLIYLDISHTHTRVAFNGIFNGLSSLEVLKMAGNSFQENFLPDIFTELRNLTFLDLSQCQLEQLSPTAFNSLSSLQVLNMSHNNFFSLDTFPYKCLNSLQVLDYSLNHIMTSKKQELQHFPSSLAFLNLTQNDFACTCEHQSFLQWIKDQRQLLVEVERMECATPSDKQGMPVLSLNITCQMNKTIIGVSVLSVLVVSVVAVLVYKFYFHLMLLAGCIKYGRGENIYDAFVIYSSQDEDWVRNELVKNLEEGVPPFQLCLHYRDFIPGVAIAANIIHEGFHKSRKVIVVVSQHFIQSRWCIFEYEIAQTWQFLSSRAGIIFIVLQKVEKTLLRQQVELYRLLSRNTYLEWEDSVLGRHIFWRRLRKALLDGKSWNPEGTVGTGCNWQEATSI
# Target sequence (Q99836 whole entry, looked up): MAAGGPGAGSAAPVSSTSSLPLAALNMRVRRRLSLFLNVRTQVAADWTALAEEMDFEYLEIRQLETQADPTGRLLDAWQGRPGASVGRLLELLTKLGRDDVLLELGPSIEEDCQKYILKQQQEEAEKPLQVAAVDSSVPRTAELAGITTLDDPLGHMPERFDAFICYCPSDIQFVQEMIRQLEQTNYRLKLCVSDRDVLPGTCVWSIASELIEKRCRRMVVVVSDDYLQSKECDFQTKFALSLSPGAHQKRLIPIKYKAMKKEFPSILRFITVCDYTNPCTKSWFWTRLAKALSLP
# STAT1 activator: activators of IFN-gamma induced STAT1 signaling | NIH 3T3 STAT1-luciferase reporter, luminescence; 100% = IFN-gamma alone, no compound | activation (% of control), % at 5.5 µM | 200,000 compounds, 2.6% hits;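 active = activation above the screen-wide mean activation plus 3 SD, cut at about 130% in these data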;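 note: raw ratio to IFN-gamma control signal so 100% means no change and 0% no light; values of inactives mirror those of a sister screen read the other way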
# Hsp70 activator: switches on Hsp70 transcription | HeLa Hsp70 promoter luciferase reporter, luminescence; scaled: vehicle 0, proteasome-inhibitor control 100% | activation, % at 10 µM | 200,000 compounds, 0.04% hits;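 active = activation above the mean across all tested compounds plus 3 SD, cutoff set per campaign, cut at about 5.5% in these data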;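 note: 100% = MG132 at 30 µM as the positive control and 0% = DMSO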
# Active calls of the source: *; nt = no result given.
1) COC(=O)C(C)Sc1nnc(Cc2cc(=O)[nH]c(=O)[nH]2)n1-c1ccc(Cl)cc1 (configuration not stated)
2) COc1cc(CN2CCN(c3ccc(C)cc3)CC2)cc([N+](=O)[O-])c1O
3) C=CCn1c(SCc2c(C(=O)OC)sc(N)c2C(=O)OC)nnc1-c1ccc(Cl)cc1
4) Cc1nn(CCc2n[nH]c(=S)n2-c2ccc(F)cc2)c(C)c1[N+](=O)[O-]
5) CC1=NNC(=O)C1CCC(=O)N/N=C/C=C/c1ccccc1 (configuration not stated)
6) COC(=O)c1ccccc1OCCOCCOc1cccc2ccc(C)nc12

compound no.	1	2	3	4	5	6
Diaphorase inh	16	15	9	13	14	12
STAT3 inh	9	4	11	11	4	8
STAT3 activator	100	101	97	91	98	97
G6PDH counter	-1	0	-1	10	-13	13
APP transl inh	-15	0	7	7	-8	-4
Diaphorase act	0.8	0.9	0.9	0.9	0.9	0.9
STAT1 inh	-3	7	2	1	-2	6
TLR4 MyD88 comp	-1	-4	1	-9	0	7
STAT1 activator	103	93	98	99	102	92
Hsp70 activator	-0.3	-0.2	-0.4	-0.5	-0.3	-0.4

7) CCc1ccccc1NC(=O)CCN1C(=O)c2ccccc2C1=O
8) Cc1cc(N2CCOCC2)c(F)cc1C(=O)c1ccccc1
9) O=C(O)COCC(=O)Nc1ccc(-n2cnnn2)cc1
10) COc1cc(NC(=O)/C=C/c2ccccc2[N+](=O)[O-])cc(OC)c1
11) Cc1ccccc1/C=N/Nc1ccc(Cl)nn1
12) Cc1nnc2c3ccccc3c(-c3ccccc3)nn12

compound no.	7	8	9	10	11	12
Diaphorase inh	2	9	4	15	10	nt
STAT3 inh	28	7	12	-7	27	12
STAT3 activator	81	98	96	105	83	89
G6PDH counter	-4	5	3	-8	0	nt
APP transl inh	-8	-3	0	-8	-1	6
Diaphorase act	1	0.9	1	0.8	0.9	nt
STAT1 inh	4	-1	-3	-13	-12	9
TLR4 MyD88 comp	8	-6	-5	-4	2	-11
STAT1 activator	97	100	102	112	110	91
Hsp70 activator	-0.2	-0.2	-0.2	-0.2	0.1	-0.4

13) COc1cc2c(cc1NC(=O)CSc1ccccn1)oc1ccccc12
14) CN(CC(=O)NCCN1CCN(Cc2ccccc2)CC1)S(=O)(=O)c1cccc2nsnc12
15) CC(C)Sc1nnc([C@H](C)NC(=O)OC(C)(C)C)o1
16) COCCn1c(C)cc(C2=NNC(=Nc3ccccc3)SC2)c1C
17) O=C(NCc1cccnc1)C(=O)NCC1OCCCN1S(=O)(=O)c1ccccc1 (configuration not stated)
18) COCC(=O)Nc1ccc(C(C)C)cc1

compound no.	13	14	15	16	17	18
Diaphorase inh	11	7	19	12	12	6
STAT3 inh	11	6	2	30	14	-2
STAT3 activator	96	97	100	77	90	103
G6PDH counter	6	-7	-1	4	-2	0
APP transl inh	-22	22	5	-155	6	-84
Diaphorase act	0.9	0.9	0.8	0.9	0.9	0.9
STAT1 inh	-16	1	1	-47	8	-7
TLR4 MyD88 comp	9	-13	3	-9	7	-1
STAT1 activator	115	99	99	143*	93	107
Hsp70 activator	0.3	-0.2	0.0	0.3	-0.4	0.0

# STAT1 activator: hit marks shown above
No.	SMILES	STAT3 activator	APP transl inh	STAT1 inh	TLR4 MyD88 comp	STAT1 activator	Hsp70 activator
16	COCCn1c(C)cc(C2=NNC(=Nc3ccccc3)SC2)c1C	77	-155	-47	-9	143*	0.3

# Later entries:
19) Cc1cccc(NC(=O)Cn2cnc3c(oc4nc5c(cc43)COC(C)(C)C5)c2=O)c1
20) COc1ccc(NC(=S)N(CCCN2CCC(C)CC2)Cc2cccs2)cc1
21) COc1cccc(CNC(=O)c2nnn(-c3ccc(OC(F)(F)F)cc3)c2N)c1
22) CC(C)CN(CC(C)C)CC(O)COc1ccc([N+](=O)[O-])cc1 (configuration not stated)
23) O=S(=O)(c1ccccc1)N1CCN(C2CCN(Cc3ccccc3)CC2)CC1
24) C=CCn1c(COc2ccccc2F)nnc1SCCN1C(=O)c2ccccc2C1=O

compound no.	19	20	21	22	23	24
Diaphorase inh	-2	-4	11	13	12	30
STAT3 inh	17	14	7	7	-7	13
STAT3 activator	88	89	92	96	108	86
G6PDH counter	3	11	0	6	5	10
APP transl inh	-20	-2	-4	5	-16	-21
Diaphorase act	1	1	0.9	0.9	0.9	0.7
STAT1 inh	1	5	9	5	2	-1
TLR4 MyD88 comp	14	1	4	11	1	3
STAT1 activator	99	96	92	95	98	101
Hsp70 activator	-0.3	-0.4	0.0	-0.2	0.0	-0.3

25) C=C1C(C(=O)Nc2ccc(OCC)cc2)C1C(=O)Nc1ccc(OCC)cc1 (configuration not stated)
26) Cc1ccc(C(=O)N(Cc2cccnc2)Cc2cc3cc(C)ccc3n3nnnc23)cc1
27) COc1cccc(C(=O)Cn2c(N3CCOCC3)nc3c2c(=O)n(C)c(=O)n3C)c1
28) CCN(CC)CCOCCOc1cc(C)c(Cl)c(C)c1
29) CC(C)Cc1nnc(NC(=O)CS(=O)(=O)Cc2ccccc2)s1
30) Cc1c(C(=O)NCCSc2ccc(Cl)cc2)cccc1[N+](=O)[O-]

compound no.	25	26	27	28	29	30
Diaphorase inh	0	-7	18	12	9	9
STAT3 inh	12	-7	-4	2	3	7
STAT3 activator	94	108	107	103	98	97
G6PDH counter	7	19	5	0	1	6
APP transl inh	6	7	-11	6	14	4
Diaphorase act	1	1.1	0.8	0.9	0.9	0.9
STAT1 inh	0	2	-1	-3	5	5
TLR4 MyD88 comp	2	4	2	2	-14	7
STAT1 activator	97	97	103	103	96	95
Hsp70 activator	0.0	-0.3	0.2	-0.6	-0.1	-0.3

# Next part; the last 2 above are carried over.
29) CC(C)Cc1nnc(NC(=O)CS(=O)(=O)Cc2ccccc2)s1
30) Cc1c(C(=O)NCCSc2ccc(Cl)cc2)cccc1[N+](=O)[O-]
31) Cc1ccc(-n2nc(C)c3c2OC(N)=C(C#N)C3c2ccncc2)cc1 (configuration not stated)
32) CCc1c(C(=O)NNC(=S)NCc2ccccc2)csc1C
33) CC1(C)C/C(=C(/C#N)C(N)=O)CCO1
34) O=C(c1ccc([N+](=O)[O-])cc1)N1CCN(Cc2ccccc2[N+](=O)[O-])CC1
35) CCCNC(=O)CN1C(=O)NC(CCc2ccccc2)C1=O (configuration not stated)
36) CC(C)(C)c1ccc(NC(=O)COc2ccc(-n3ccnc3)cc2)cc1

compound no.	29	30	31	32	33	34	35	36
Diaphorase inh	9	9	26	8	5	13	-6	0
STAT3 inh	3	7	-25	5	5	-4	3	30
STAT3 activator	98	97	125	98	99	106	102	77
G6PDH counter	1	6	0	9	-1	4	5	4
APP transl inh	14	4	-14	-6	-4	-13	-17	-9
Diaphorase act	0.9	0.9	0.7	0.9	0.9	0.9	1.1	1
STAT1 inh	5	5	12	-8	3	1	6	-10
TLR4 MyD88 comp	-14	7	-8	1	14	6	7	2
STAT1 activator	96	95	90	107	97	100	96	110
Hsp70 activator	-0.1	-0.3	0.0	-0.2	-0.1	-0.2	-0.2	-0.3

37) CN(C)CCNC(=O)C(C(=O)c1ccc(F)cc1)n1ccccc1=O (configuration not stated)
38) COc1ccc(OCCCON2C(=O)c3ccccc3C2=O)cc1
39) CCSc1nnc(NC(=O)C(C)C)s1
40) N#Cc1c(NC(=O)c2cc(C3CC3)on2)sc2c1CCC2
41) O=C(CN1CCC(NC(=O)c2ccccc2F)CC1)NCc1ccc(F)cc1
42) COc1cc(C2C(C#N)=C(N)N(c3cccnc3)C3=C2C(=O)CCC3)ccc1O (configuration not stated)

compound no.	37	38	39	40	41	42
Diaphorase inh	15	5	10	20	-4	11
STAT3 inh	16	10	17	nt	1	10
STAT3 activator	88	91	93	nt	99	97
G6PDH counter	10	-2	-1	9	3	12
APP transl inh	-2	-2	nt	-9	0	11
Diaphorase act	0.9	1	0.9	0.8	1	0.9
STAT1 inh	6	2	0	nt	2	0
TLR4 MyD88 comp	12	-2	-7	nt	-2	6
STAT1 activator	95	98	100	nt	100	100
Hsp70 activator	-0.4	-0.5	0.1	nt	0.1	0.2

# The last 2 records of the part above open the next one.
41) O=C(CN1CCC(NC(=O)c2ccccc2F)CC1)NCc1ccc(F)cc1
42) COc1cc(C2C(C#N)=C(N)N(c3cccnc3)C3=C2C(=O)CCC3)ccc1O (configuration not stated)
43) COc1cccc(NC(=O)C2C3C=CC4(O3)C2C(=O)N(C(C)C)C4C(=O)NC2CCCCC2C)c1 (configuration not stated)
44) Cc1cc(C)nc(N(C#N)Cc2cccc(Cl)c2)n1
45) c1cn(-c2ccc(-c3ccnc4ncnn34)cc2)cn1
46) COCCNC(=O)c1n[nH]c2ccccc12
47) O=C(N/N=C\c1ccc(Br)o1)C1COc2ccccc2O1 (configuration not stated)
48) CC1CCN(c2c([N+](=O)[O-])c(=O)oc3ccccc23)CC1

compound no.	41	42	43	44	45	46	47	48
Diaphorase inh	-4	11	7	17	-6	5	12	3
STAT3 inh	1	10	1	10	6	0	7	-2
STAT3 activator	99	97	101	94	104	105	97	104
G6PDH counter	3	12	2	13	6	2	13	14
APP transl inh	0	11	-6	15	4	-17	-7	4
Diaphorase act	1	0.9	0.9	0.8	1.1	1	0.9	1
STAT1 inh	2	0	7	15	0	-11	-4	-11
TLR4 MyD88 comp	-2	6	8	1	-5	4	3	0
STAT1 activator	100	100	95	84	98	110	102	110
Hsp70 activator	0.1	0.2	-0.1	-0.2	-0.3	-0.2	-0.5	-0.3

49) CCOc1cc(/C=N\NC(=O)c2ccc(NC(=O)C(C)(C)C)cc2)ccc1OC(=O)c1ccc(OC)cc1
50) C=C(C)Cn1c(N2CCN(c3ccc(OC)cc3)CC2)nc2c1c(=O)n(C)c(=O)n2C
51) O=C(c1cc(-c2ccc3c(c2)OCO3)on1)N1CCOCC1
52) COc1ccc(S(=O)(=O)NCCOc2cccc3cccnc23)cc1OC
53) CCSc1nc2ccccc2n1C(=O)c1ccc(S(=O)(=O)N2CCCCC2)cc1
54) CCn1c(SCC(=O)N2CCC(C(N)=O)(N3CCCCC3)CC2)nnc1-c1ccccc1
55) CN(C)c1nc(-c2ccccn2)nnc1-c1ccccc1
56) Cc1cc[n+](CC(=O)c2ccccc2)c2ccccc12

compound no.	49	50	51	52	53	54	55	56
Diaphorase inh	5	-12	18	2	-3	-1	13	nt
STAT3 inh	3	24	52*	-3	10	8	12	-25
STAT3 activator	104	84	59	104	95	95	95	124
G6PDH counter	5	-1	2	3	-4	12	1	4
APP transl inh	94*	-2	-112	-6	-5	3	30	-9
Diaphorase act	0.9	1.1	0.8	1	1	1	0.9	nt
STAT1 inh	1	32	-14	-31	7	-7	-2	4
TLR4 MyD88 comp	-13	6	0	-14	-20	3	3	9
STAT1 activator	100	69	112	129*	93	105	102	95
Hsp70 activator	-0.3	-0.1	-0.5	0.1	-0.3	-0.1	-0.6	0.1
